# RGS4 inh: inhibitors of human regulator of G protein signaling 4 | Transcreener GDP fluorescence polarization, RGS4-accelerated GTP hydrolysis | Potency, µM (series often up to 114 µM), inactives show top-dose activity change, negative = inhibition, actives largely listed as inhibitors | 0.039% of 390,000 active | AID 504845; also: potency is read from the fitted curve at half-maximal effect; % is scaled to controls: 0 for no effect and ±100 for the full control effect; nearly all actives have a fitted effect of over 75% in size; some results filed as inactive show a strong effect at the top dose
# Target sequence (P49798 whole entry, looked up): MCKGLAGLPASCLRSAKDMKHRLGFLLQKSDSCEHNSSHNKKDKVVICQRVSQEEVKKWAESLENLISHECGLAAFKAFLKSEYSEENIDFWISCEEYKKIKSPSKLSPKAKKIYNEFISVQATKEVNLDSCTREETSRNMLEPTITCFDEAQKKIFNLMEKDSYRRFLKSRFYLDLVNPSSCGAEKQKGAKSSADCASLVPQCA
#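 MLSMR compounds (23 nl, pin-transferred) preincubated 10 min at room temperature with a 500nM (2x) first reagent, then RGS4 at 900nM (2x) plus Transcreener GDP mix added; fluorescence polarization (620/688 nm) read before and after 90 min at 30 °C.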
# 12-LOX inh: ALOX12 (human) lipoxygenase inhibition; P18054; purified 12hLO, xylenol orange hydroperoxide absorbance; Potency, µM (highest dose often 108 µM), for the others: at the top dose activity change, negative = inhibition, most hits filed as inhibitors; 1.1% of 580,000 active; AID 1671190; also: potency is read from the fitted curve at half-maximal effect; % is scaled to controls: 0 for no effect and ±100 for the full control effect
# Target sequence (P18054 whole entry, looked up): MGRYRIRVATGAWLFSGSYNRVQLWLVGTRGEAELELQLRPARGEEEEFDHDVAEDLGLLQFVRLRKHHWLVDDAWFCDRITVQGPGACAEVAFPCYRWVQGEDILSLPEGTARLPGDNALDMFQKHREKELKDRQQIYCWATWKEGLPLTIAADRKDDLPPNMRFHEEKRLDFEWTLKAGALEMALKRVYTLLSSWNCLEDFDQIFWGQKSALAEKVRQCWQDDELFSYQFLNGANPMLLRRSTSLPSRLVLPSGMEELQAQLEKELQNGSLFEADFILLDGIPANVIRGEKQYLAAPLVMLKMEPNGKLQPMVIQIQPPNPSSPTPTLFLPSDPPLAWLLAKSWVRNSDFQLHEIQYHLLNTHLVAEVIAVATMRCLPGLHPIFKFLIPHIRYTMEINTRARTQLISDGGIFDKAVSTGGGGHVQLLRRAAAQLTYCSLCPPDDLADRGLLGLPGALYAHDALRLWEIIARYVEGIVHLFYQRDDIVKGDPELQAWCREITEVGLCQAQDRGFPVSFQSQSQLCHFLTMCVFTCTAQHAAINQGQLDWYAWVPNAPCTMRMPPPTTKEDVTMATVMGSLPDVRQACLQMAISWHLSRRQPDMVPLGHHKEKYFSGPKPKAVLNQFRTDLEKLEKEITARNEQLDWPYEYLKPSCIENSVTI
#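 Purified human 12hLO at 150 nM in 25 mM Hepes, 0.01% Triton X-100, pH 7.0, preincubated 15 min at room temperature with compound. Reaction started with 40 uM arachidonic acid, 30 min at room temperature. Hydroperoxide measured by Fe-xylenol orange, 573/405 nm absorbance ratio.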
# D2 agonist: agonists of human D2 dopamine receptor. P14416. activation, % at 2 µM. AID 485358. HEK293 T-REx D2 cells, calcium flux agonist mode. 0.53% of 340,000 active;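 active = activation over 3 SD above normal in the single-dose calcium agonist read, cut at about 30% in these data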; also: 0% is about no effect
#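 In this primary screen, compounds producing a positive calcium signal within 180 s of addition to tetracycline-induced, force-coupled HEK293 Trex D2 cells are flagged; cells are dye-loaded with a no-wash calcium kit beforehand.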
# Vif-APOBEC3F blk: blocks the Vif interaction with APOBEC3F; HeLa A3F-eYFP + Vif (tagged APOBEC3F with the HIV-1 protein that degrades it), YFP fluorescence increase; 0.2% of 390,000 active; Potency, µM (highest dose often 46.1 µM), for inactives: at the highest dose activity, negative = active; also: potency is read from the fitted curve at half-maximal effect; % of control where 0% means no effect; nearly all actives have a fitted effect of over 65% in size
#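 HeLa cells stably expressing A3F-eYFP plus Vif, plated and incubated overnight at 37 deg C, then exposed to compounds overnight at 37 deg C. Blocked degradation read as raised yellow fluorescence (Ex 488/Em 500-530).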
# LDHA inh: blocks human lactate dehydrogenase A. purified LDHA, NADH/diaphorase-resazurin fluorescence; stronger effect = lower value. activity change, % (values are at about 110 or 230 µM). 0.15% of 480,000 active; in the data active = activity change below about -30%; inconclusive = mostly about -25% to -30%;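 also: plate controls were DMSO wells for no effect and wells without enzyme for full effect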
#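 Human LDH5 at 2 nM final in Tris HCl pH 7.4 with 0.06 mM NADH and 0.2 mM pyruvate, reacted 5 minutes at room temperature. Remaining NADH coupled via diaphorase/resazurin; resorufin fluorescence read at 0 and 20 minutes, normalized to enzyme-free and DMSO wells.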
# D2 antagonist: D2 dopamine receptor (human) antagonism; HEK293 TREx D2 cells, calcium flux, dopamine EC80; inhibition, % at 10 µM; P14416; AID 485344; 2% of 340,000 active; in the data active = inhibition above about 30%; also: 0% is about no effect
#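 Calcium flux kinetic readout in an inducible HEK293 TREx D2 line plated overnight at 30 C. After 180 s compound exposure, an EC80 dopamine challenge follows with another 180 s kinetic read to detect antagonism.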
# Vif-APOBEC3G blk: blocks the Vif interaction with human APOBEC3G; Q9HC16; 0.076% of 410,000 active; HeLa A3G-eYFP + Vif (tagged APOBEC3G with the HIV-1 protein that degrades it), YFP fluorescence, overnight; Potency, µM (series often up to 46.1 µM), inactives show at the highest dose activity, negative = active, usual class: inhibitors; AID 602310;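 also: potency is read from the fitted curve at half-maximal effect; % is scaled to controls: 0 for no effect and ±100 for the full control effect; nearly all actives have a fitted effect of over 60% in size; hits raise eYFP signal because A3G escapes Vif-driven loss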
#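 Read-out is eYFP fluorescence (Ex 488/Em 500-530) from Vif-expressing HeLa A3G-eYFP cells; more signal means A3G escaped Vif-mediated degradation. Cells plated overnight, compound pinned in, incubated overnight at 37 deg C.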
# ERG Ets-DNA blk: ERG Ets/DNA interaction inhibition. P11308. fluorescence polarization, His-ERG Ets domain / labelled DNA. Potency, µM (highest dose often 76.9 µM), inactives show at the highest dose FP activity, negative = inhibition, usual class: inhibitors. 0.028% of 370,000 active; active = well fitted inhibition curve with a large enough effect in the polarisation, with a control signal flat; inconclusive = small, poorly fitted or top-dose-only effect, or effect the other way, or a change in a side signal; inactive = no such curve, though single readings can be large or run the other way; the % refers to the polarisation;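 also: polarization taken with two DNA probes labelled with fluorescein and Texas red; potency is read from the fitted curve at half-maximal effect; % of control where 0% means no effect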
#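 His-tagged ERG Ets domain (1 uM in the protein solution; 300mM KCl, 50mM Tris-HCl, 1mM EDTA, 1mM DTT, pH 7.5) received compound, then a probe mix of 5 nM fluorescein-DNA and 100nM Texas-615-DNA. Fluorescence polarization was read for both dyes.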
# GRP78 ERSR act: induces the endoplasmic reticulum stress response in human glioma cells. U87-MG GRP78 promoter luciferase reporter, 16 h. Potency, µM, for inactives: at the top dose activation, hits mostly activators. 0.02% of 420,000 active; also: potency is read from the fitted curve at half-maximal effect; series mostly up to about 76 µM; % of control where 0% means no effect; nearly all actives have a fitted effect of over 35% in size
#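 Stably transfected U87-MG human glioma cells carrying a GRP78-based luminescent sensor were seeded at 1000 cells/well, pin-dosed with compounds and incubated 16 h. Luciferase reagent was then added, and end-point luminescence was read after 10 min at room temperature.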
# * hit, by the source's call; ? = inconclusive; nt = not tested or not shown; & = joins results of further samples; [ ] = another dose, or the depositor's remark. Unless noted, calls follow the shape of the dose curve; as a rule, active = well fitted curve in the direction sought with a large enough effect; inconclusive = small, poorly fitted or top-dose-only effect, or another doubt; inactive = no such curve, though single readings can be large; an effect the other way counts as inactive or inconclusive. This is a subset; count on the stated rates, not on these rows.
SMILES,RGS4 inh,12-LOX inh,D2 agonist,Vif-APOBEC3F blk,LDHA inh,D2 antagonist,Vif-APOBEC3G blk,ERG Ets-DNA blk,GRP78 ERSR act
CC(C)NC(=S)NNC(=O)C12CC3CC(CC(C3)C1)C2,-10.6%,10.5%,0.1,-11.8%,-0.4,4.5,3.1%,9.7%,-2.8%
COc1ccc(C)cc1S(=O)(=O)N1CCN(C(=O)c2ncoc2-c2cccc(F)c2)CC1,-3.2%,-2.1%,0.5,-12.6%,-3.1,1.6,2.4%,2.3%,2.2%
CCOc1ccc(CCNC(=O)COC(=O)c2cc(S(=O)(=O)N3CCOCC3)ccc2F)cc1OCC,6.9%,0.0%,0.1,-13.9%,-4.4,-1.6,0.4%,1.5%,-2.1%
CCN(CC)S(=O)(=O)c1cccc(C(=O)Oc2cccc(NC(=O)c3cccs3)c2)c1,-18.0%,24.6%,0.5,9.3%,1.1,-3.9,-4.9%,3.6%,2.3%
CN(CC(=O)Nc1cccc(F)c1)C(=O)c1cccc(S(=O)(=O)N2CCN(c3ccccc3)CC2)c1,-1.8%,184.5%[activator],1.8,4.6%,-6.1,8.0,1.5%,-0.2%,-4.7%
Cc1ccc(S(=O)(=O)N2CCCCC2)cc1NC(=O)c1cncc(Br)c1,26.1%,1.9%,-0.4,1.9%,-6.4,-5.0,-0.1%,14.3%,-4.4%
Cc1ccc(S(=O)(=O)N2CCCCC2)cc1C(=O)OCC(=O)N1c2ccccc2NC(=O)C1(C)C,3.2%,3.8%,nt,-15.3%,-3.8,nt,-4.0%,-9.9%,-3.1%
CCOC(=O)C1=NN(c2ccc([N+](=O)[O-])cc2)CC1C(=O)OC (configuration not stated),-21.0%,-25.4%,-1.0,0.2%,4.7,-18.3,4.2%,-6.0%,-4.2%
O=C(Nc1ccc(F)c(Cl)c1)Nc1c[nH]c(=O)[nH]c1=O,-26.2%,?,0.3,2.1%,0.6,nt,1.3%,-5.6%,-3.4%
CCOc1ccc(/C=C2\SC(=S)NC2=O)cc1OC,-12.9%,-8.7%,0.6,2.3%,-14.1,-31.6,2.0%,6.7%,2.2%
Cc1ccc(CCN2CC(C(=O)NC(C)C)CC2=O)cc1 (configuration not stated),-3.2%[56.9 µM],-2.6%,0.6,8.2%,-6.1,6.3,0.6%,-9.3%,-3.4%
Cc1ccc2c(c1C)NC(=O)C21N2CCCC2C(C(=O)c2ccc3ccccc3c2)C12C(=O)Nc1ccccc12 (configuration not stated),-49.3%,-7.6%,0.1,-13.6%,2.6,12.7,-8.7%,14.0%,3.8%
CCOc1ccc(N2CC(C(=O)OCC(=O)NCc3ccccc3)CC2=O)cc1 (configuration not stated),-7.9%,12.2%,0.0,0.4%,-1.7,-10.3,2.3%,nt,1.0%
COc1ccc(C)cc1-n1nnnc1SCc1nc2ccccc2c(=O)[nH]1,7.8%,-4.4%,-0.1,-14.1%,-15.1,1.8,-15.8%,29.8%,-3.1%
O=C(N/N=C/c1cc2c(cc1Br)OCO2)c1cc2ccccc2o1,-10.7%,1.8%,-0.5,-8.7%,-9.3,79.9*,0.4%,-5.2%,4.9%
CC1(C)CC(=O)C2=C(C1)NC(=O)CC2,nt,-25.4%,nt,nt,-17.4,nt,-0.1%,nt,-1.6%
CCOC(=O)c1ccc(NC(=S)N2CCN(c3ccc(N4CCOCC4)nn3)CC2)cc1,1.5%,-1.7%,0.2,-20.2%,0.4,12.3,-3.7%,2.9%,-4.4%
COc1ccc(CN2CCN(C(=O)CC(C)C)CC2)cc1,-2.4%,?,38.1*,-6.0%,-10.1,22.9,-3.6%,-9.3%,-2.0%
Cc1cc(S(=O)(=O)ON2C(=O)c3ccccc3C2=O)ccc1F,?,?,0.6,-18.2%,-0.6,10.8,-8.3%,0.0%,-2.5%
Cn1nnnc1SCCNCc1cc(Cl)ccc1OCc1ccccc1,-25.2%,-11.0%,-0.8,-7.1%,-7.2,-20.1,0.6%,nt,-1.7%
CNC(=O)c1c(Cl)cnn1-c1ccc(C)cc1,-3.7%,6.4%,0.9,-3.1%,-4.3,-13.0,-3.4%,-0.4%,4.6%
Cc1ccc(Cl)cc1NC(=O)CSc1nc2c(c(=O)[nH]1)CN(Cc1ccccc1)CC2,-12.3%,-2.6%,-1.0,0.0%,-14.1,nt,-4.7%,-1.5%,-2.7%
COC(=O)Cc1ccc(NC(=S)N2CCN(c3cccc(O)c3)CC2)cc1,-27.0%,-8.8%,43.6*,-0.6%,-6.6,23.9,-5.4%,3.3%,-4.3%
CN(c1ccccc1)S(=O)(=O)c1ccc(NC(=O)c2ccc(F)cc2)cc1,24.6%,-3.1%,nt,0.6%,-7.1,nt,0.4%,-4.2%,-3.7%
COc1ccc(N2CCN(C(=O)CCS(=O)(=O)c3ccc4c(c3)CCN4C(=O)C3CC3)CC2)cc1,7.3%,6.1%,-0.2,-8.1%,-8.1,-13.2,-0.3%,-1.0%,1.8%
COc1ccc(NC(=O)c2ccc(CN3C(=O)CCn4nc(C)cc43)cc2)c(OC)c1,25.2%,-5.1%,-0.3,0.8%,1.1,nt,2.9%,0.4%,-2.8%
CSc1ncccc1C(=O)Nc1nc2ccc(S(C)(=O)=O)cc2s1,-17.3%,-11.4%,0.3,18.9%,-3.3,-15.7,3.7%,-18.4%,5.6%
CCN(CC)CCn1c(SCC(=O)NCc2ccco2)nc2c(sc3ccccc32)c1=O,-25.5%,0.0%,0.1,-5.0%,-3.4,-1.8,-5.0%,5.7%,-2.4%
C/C(=N\NC(=O)CN1CCN(S(=O)(=O)c2ccc(C)cc2)CC1)c1ccc(O)cc1,25.4%,12.7%,nt,0.3%,-1.4,nt,-0.5%,41.9%[activator],-1.4%
CCCS(=O)(=O)N1CCC(C(=O)NCCCN2CCC(Cc3ccccc3)CC2)CC1,-22.6%,-15.6%,0.8,5.5%,0.0,32.9*,0.2%,nt,-2.0%
COc1ccc(C(CNC(=O)C(=O)NC2CCCC2)N2CCN(C)CC2)cc1 (configuration not stated),7.5%,-13.2%,1.3,4.8%,-8.6,16.9,0.1%,3.9%,-2.5%
Cn1nnc2c(NCc3ccccc3)ncnc21,4.8%,-23.1%,nt,-9.0%,-1.9,nt,1.3%,-5.9%,-2.2%
Cc1ccc2cccc(NC(=O)COc3cc(C)c(Cl)c(C)c3)c2n1,3.1%,2.1%&0.0%,-1.2,0.4%,0.5&2.5,nt,0.7%,0.3%,-2.6%
COCCNC(=O)CN1C(=O)CC(C)(C)S(=O)(=O)c2ccccc21,4.1%,-1.2%,0.2,-5.3%,-6.5,1.4,1.1%,3.0%,0.6%
COc1ccccc1S(=O)(=O)Nc1ccc(S(=O)(=O)Nc2nccs2)cc1,15.7%,-4.4%,-0.3,-8.6%,-4.8,-22.1,3.4%,-15.0%,-3.0%
Cc1ccccc1-c1nc2c(=O)n(C)c(=O)nc-2n(C)n1,-26.0%,nt,nt,nt,20.8,nt,-3.6%,nt,-9.0%
COc1ccc(-c2nc(-c3ccccc3)nc(Cl)c2C#N)cc1,-2.9%,-4.6%,nt,1.0%,2.5,nt,-1.5%,-8.9%,-3.7%
O=C(OCC#CCSc1nnc(-c2ccncc2)o1)c1cccs1,-22.5%,3.2%,-2.0,-7.2%,1.3,20.6,1.3%,-0.7%,-3.2%
C=CCc1c(C)nc(SC)nc1Nc1ccc(C(C)=O)cc1,18.6%,0.0%,0.2,-2.0%,-1.3,15.8,-3.1%,10.7%,5.7%
O=C1C=C(c2cccnc2)CCC1,-2.6%,12.8%,nt,5.5%,2.6,nt,0.6%,-5.5%,-2.4%
O=C(O)CCC(=O)N1CCN(c2nc(-c3ccccc3Cl)c3cc(Br)ccc3n2)CC1,5.2%,?,-1.1,nt,-0.5,1.1,0.9%,0.3%,-2.0%
O=C(Nc1nnc(C2CC2)s1)C1=NN(C2CCS(=O)(=O)C2)C(=O)CC1 (configuration not stated),24.3%,-8.0%,-0.4,9.4%,0.1,2.4,1.5%,-6.1%,-3.3%
Cc1ccc(NC(=O)N2CCc3ccccc32)cc1,-2.5%,0.0%,0.3,0.7%,-8.1,-19.6,2.9%,-4.9%,-2.5%
C=CCn1c(C)c(C(C)=O)c(N2CCOCC2)nc1=S,-12.6%,-10.8%,0.7,-1.0%,-2.8,-13.1,0.3%,3.9%,-6.9%
COC(C(=O)NNC(=O)Cc1ccc(Cl)cc1)c1ccccc1 (configuration not stated),7.3%,442.0%[activator],-1.3,-19.7%,3.8,10.1,1.1%,0.7%,-3.6%
CN(C)c1ccc(Cl)cc1N,0.9%,0.0%,-0.2,6.9%,1.7,-2.0,1.5%,-2.1%,-2.0%

# Screening data: PubChem, National Center for Advancing Translational Sciences (NCATS)
